High-throughput results: PubChem, National Center for Advancing Translational Sciences (NCATS)
GALK inh – qHTS Assay for Inhibitors of Human Galactokinase (GALK) | 270,000 tested, 0.007% active | Purified GALK, Kinase-Glo residual ATP luminescence | P51570 | Potency, µM (top dose mostly 57.5 µM), without a hit: at the highest dose activity change, negative = inhibition, most hits filed as inhibitors; note: potency is the fitted concentration of half-maximal effect; % is set by controls: 0 for no effect and ±100 for the full control effect
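Human GALK (5 nM) with 35 uM ATP and 100 uM galactose in 20 mM HEPES pH 8.0, 5 mM MgCl2, 60 mM NaCl, 1 mM DTT, 0.01% BSA. After 1 h at room temperature, leftover ATP was read by Kinase-Glo Plus luminescence.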
PKM2 act – qHTS Assay for Activators of Human Muscle isoform 2 Pyruvate Kinase; Pyruvate kinase PKM (Homo sapiens), P14618; purified PKM2, Kinase-Glo ATP luminescence, activation; response scale: 0% is enzyme alone, no compound; Potency, µM (doses to about 57.5 µM), for inactives: top-dose activation, hits mostly activators; 260,000 tested, 0.34% active; AID 1631, 2009; note: potency is the fitted concentration of half-maximal effect; % is set by controls: 0 for no effect and ±100 for the full control effect; nearly all actives have a fitted effect of over 55% in size
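Purified hPK-M2 (>95%) run at intermediate activity with 0.1 mM ADP and 0.5 mM PEP in 50 mM imidazole pH 7.2, KCl, MgCl2; 1 h room temperature. ATP formed read by Kinase-Glo luminescence; normalized to uninhibited and no-enzyme controls.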
MBNL1 CUG block – qHTS Assay for Inhibitors of MBNL1-poly(CUG) RNA binding; Muscleblind-like protein 1 (Homo sapiens), Q9NR56; TR-FRET MBNL1-His/biotin-(CUG)12 binding, 665/545 ratio; Potency, µM (doses to about 57.5 µM), without a hit: at the highest dose activity change, negative = inhibition, most hits filed as inhibitors; 280,000 tested, 0.036% active; active = well fitted inhibition curve with a large enough effect in the signal ratio, with a control signal flat, not every such curve was filed as active; inconclusive = small, poorly fitted or top-dose-only effect, or effect the other way, or a change in a side signal; inactive = no such curve, though single readings can be large or run the other way; the % refers to the signal ratio; note: potency is the fitted concentration of half-maximal effect; % is set by controls: 0 for no effect and ±100 for the full control effect
Target sequence (Q9NR56 whole entry, looked up): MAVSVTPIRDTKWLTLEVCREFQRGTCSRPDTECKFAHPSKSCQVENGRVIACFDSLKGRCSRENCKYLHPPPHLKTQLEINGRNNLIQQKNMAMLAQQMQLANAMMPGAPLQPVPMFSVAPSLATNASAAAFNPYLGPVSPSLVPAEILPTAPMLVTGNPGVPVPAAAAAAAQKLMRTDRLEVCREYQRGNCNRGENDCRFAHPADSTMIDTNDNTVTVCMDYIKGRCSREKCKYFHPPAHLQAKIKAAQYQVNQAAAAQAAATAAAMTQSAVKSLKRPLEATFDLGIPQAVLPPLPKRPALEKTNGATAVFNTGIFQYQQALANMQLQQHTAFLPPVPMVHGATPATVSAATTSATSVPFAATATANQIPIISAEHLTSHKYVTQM
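Compound titration spanned 92 nM–58 uM against the MBNL1-His/biotin-(CUG)12 complex. After 60 min at room temperature with 5 nM streptavidin-XL665 and 0.055 ng/ul terbium anti-His, ratiometric 665/545 nm emission (Ex 340 nm) normalized to controls.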
Menin MLL FP TR – qHTS Assay for Inhibitors Targeting the Menin-MLL Interaction in MLL Related Leukemias: Competition With Texas Red Labeled MLL-derived Mutant Peptide; O00255; Menin + Texas Red MLL mutant peptide, fluorescence polarization; Potency, µM (titrated, usually from 61.6 µM), inactives show at the top dose FP activity change, negative = inhibition, most hits filed as inhibitors; 270,000 tested, 0.23% active; AID 1768, 2009; active = well fitted inhibition curve with a large enough effect in the polarisation, with a control signal flat, not every such curve was filed as active; inconclusive = small, poorly fitted or top-dose-only effect, or effect the other way, or a change in a side signal; inactive = no such curve, though single readings can be large or run the other way; the % refers to the polarisation; note: potency is the fitted concentration of half-maximal effect; % of control where 0% means no effect; many of its hits are not listed in these tables
USP2a inh – qHTS Assay for Inhibitors of Ubiquitin-specific Protease USP2a Using CHOP2 as the Reporter | Ubiquitin carboxyl-terminal hydrolase 2 (Homo sapiens), O75604 | USP2 core, Ub-CHOP2 coupled fluorogenic reporter, 485/531 | Potency, µM (titrated, usually from 38.3 µM), for the others: at the top dose activity change, negative = inhibition, usual class: inhibitors | 330,000 tested, 0.01% active;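 note: potency is the fitted concentration of half-maximal effect; plate controls were DMSO wells for no effect and full inhibition by NEM control for full effect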
Target sequence (O75604 whole entry, looked up): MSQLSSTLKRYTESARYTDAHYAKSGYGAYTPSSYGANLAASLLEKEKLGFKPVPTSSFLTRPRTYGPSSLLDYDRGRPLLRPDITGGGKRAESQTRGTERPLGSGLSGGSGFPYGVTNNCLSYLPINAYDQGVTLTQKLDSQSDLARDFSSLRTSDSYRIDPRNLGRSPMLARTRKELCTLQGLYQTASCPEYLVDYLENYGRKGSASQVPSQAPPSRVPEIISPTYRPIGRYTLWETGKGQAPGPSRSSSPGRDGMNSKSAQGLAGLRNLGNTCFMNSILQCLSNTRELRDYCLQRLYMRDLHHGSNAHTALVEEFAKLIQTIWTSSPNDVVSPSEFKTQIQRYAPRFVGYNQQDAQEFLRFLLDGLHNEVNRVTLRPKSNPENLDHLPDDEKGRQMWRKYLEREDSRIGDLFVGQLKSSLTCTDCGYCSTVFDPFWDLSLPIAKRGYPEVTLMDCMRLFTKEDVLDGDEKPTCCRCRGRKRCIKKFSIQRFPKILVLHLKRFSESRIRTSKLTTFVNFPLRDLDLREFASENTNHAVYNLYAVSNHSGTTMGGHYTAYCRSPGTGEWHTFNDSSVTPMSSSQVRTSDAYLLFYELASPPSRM
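Deubiquitinase activity read as fluorescence (485/531 nm) after Ub-CHOP2 cleavage activates the enterokinase reporter on its substrate; USP2 core 10nM, Ub-CHOP2 and substrate 25nM each, 30min compound preincubation then 60min RT; data normalized to NEM, curves fitted.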
Eya2 inh – qHTS Assay for Inhibitors of the Phosphatase Activity of Eya2. Protein phosphatase EYA2 (Homo sapiens), O00167. recombinant Eya2, OMFP fluorescence dephosphorylation (OMFP is methylfluorescein phosphate). Potency, µM (top dose mostly 76.9 µM), without a hit: top-dose activity, negative = inhibition, actives largely listed as inhibitors. 330,000 tested, 0.006% active. AID 488837, 2010; note: potency is the fitted concentration of half-maximal effect; % is set by controls: 0 for no effect and ±100 for the full control effect
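Eya2 (0.2 uM) preincubated 10 min at ambient with compound, then OMFP substrate added at 50 uM; 10 min reaction in 50 mM HEPES pH 7.5, 50 mM NaCl, 5 uM MgCl2, 0.05% BSA, 1 mM DTT. Fluorescence read at Ex 485/Em 525 nm.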
Mito fusion yeast – qHTS Assay for Small Molecule Inhibitors of Mitochondrial Division or Activators of Mitochondrial Fusion; Potency, µM (highest dose often 46.1 µM), for the others: at the highest dose growth rescue (activation), actives largely listed as activators; AID 485298, 2010; 320,000 tested, 0.23% active; S. cerevisiae fusion-defective mutant growth rescue, CellTiterGlo 48 h;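 note: potency is the fitted concentration of half-maximal effect; % of control where 0% means no effect; nearly all actives have a fitted effect of over 45% in size; temperature-sensitive fusion mutants such as fzo1-1 at 37 °C on non-fermentable ethanol glycerol medium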
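Temperature-sensitive fusion-defective S. cerevisiae (e.g. fzo1-1, mgm1-5) were grown with compound in YPEG medium (3% ethanol, 3% glycerol) for 48 hours at 37C. Growth rescue was measured as viability by CellTiterGlo luminescence after 10 minutes at ambient.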
ASM inhibitor – Inhibitors of Secretory Acid Sphingomyelinase (S-ASM): qHTS. Sphingomyelin phosphodiesterase (Homo sapiens), P17405. placental ASM, HMU-PC fluorogenic substrate, 60 min. Potency, µM (top dose mostly 57.5 µM), for the others: at the top dose activity change, negative = inhibition, usual class: inhibitors. 340,000 tested, 0.006% active. AID 504937, 2011; note: potency is the fitted concentration of half-maximal effect
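Human placenta-derived ASM enzyme was preincubated with compound for 10 minutes at room temperature, then given fluorogenic substrate HMU-PC0 (9 uM final) for 60 minutes at 37 °C; a pH 10 stop preceded fluorescence reading at Ex 386/Em 447 nm.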
hERG WT inh – qHTS for Inhibitors of KCHN2 3.1: Wildtype qHTS. Voltage-gated inwardly rectifying potassium channel KCNH2 (Homo sapiens), Q12809. U2OS, BacMam KCNH2, thallium flux FluxOr; hits give low values. activity change, % at 1.84 µM. 340,000 tested, 0.37% active. AID 720551, 2013;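 active = maximum activity change below -70%; inconclusive = maximum activity change between -70% and -50%; inactive = maximum activity change above -50%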; note: % is set by controls: 0 for no effect and ±100 for the full control effect
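U2OS cells transduced with wild-type KCNH2 virus are loaded with FluxOr dye for 45 min, and thallium flux is measured in kinetic reads before and after stimulation buffer. Rate constants are normalized to DMSO controls.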
TSHR antag – Antagonists of the Thyroid Stimulating Hormone Receptor: HTS campaign; Thyrotropin receptor (Homo sapiens), P16473; TSHR-expressing cells, TSH-stimulated cAMP HTRF, 2 h; hits give low values; activity change, negative = inhibition, % at 11.5 µM; 330,000 tested, 0.2% active;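 active = activity change below a set negative limit, meaning inhibition stronger than a set level, cut at about -70% in these data; inconclusive = activity change between two set negative limits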; note: % is set by controls: 0 for no effect and ±100 for the full control effect
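Read-out is FRET at 665 nm (cryptate excitation 337 nm) from a cryptate-tagged anti-cAMP antibody, competed by cell cAMP against cAMP-d2. Compounds are tested on freshly harvested TSHR cells challenged with 4nM TSH (EC80) for 2 hours at 37 deg C.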
BCR signal inh – qHTS Assay to Find Inhibitors of Chronic Active B-Cell Receptor Signaling; Potency, µM (series often up to 46.1 µM), inactives show at the top dose ratio change, negative = lower green/red ratio, hits mostly inhibitors; 340,000 tested, 0.05% active; ABC-DLBCL IkBa-CBG/CBR reporter, luminescence ratio, 4 h; active = well fitted inhibition curve with a large enough effect in the signal ratio, with a control signal flat, not every such curve was filed as active; inconclusive = small, poorly fitted or top-dose-only effect, or effect the other way, or a change in a side signal; the % refers to the signal ratio;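 note: potency is the fitted concentration of half-maximal effect; plate controls were basal doxycycline-induced cells for no effect and cells given 10 µM MG132 for full effect; MG132 reads +100%, hits lower the ratio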
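TMD8 human ABC-DLBCL cells with doxycycline-inducible IκBα–green luciferase fusion and unfused red luciferase, in 0.5% FBS medium; compounds up to 46 uM, 4 h at 37C. Green/red luminescence ratio, filter-overlap corrected, fitted to concentration-response curves.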
Active calls of the source: *; ? = inconclusive; / = no result given; [ ] = dose if it differs, or a comment. Unless noted, calls come from the whole dose curve; as a rule, active = well fitted curve in the direction sought with a large enough effect; inconclusive = small, poorly fitted or top-dose-only effect, or another doubt; inactive = no such curve, though single readings can be large; an effect the other way counts as inactive or inconclusive. Not all compounds are listed; count on the stated rates, not on these rows.

SMILES	GALK inh	PKM2 act	MBNL1 CUG block	Menin MLL FP TR	USP2a inh	Eya2 inh	Mito fusion yeast	ASM inhibitor	hERG WT inh	TSHR antag	BCR signal inh
CN(C(=O)COC(=O)CNC(=O)c1ccc(Cl)cc1Cl)c1ccccc1	4%	-1%	-1%	-13%	-1%	16%	2%	3%	4	10	0%
COc1cccc(NC(=S)NN2CCN(C)CC2)c1	1%	-6%	-4%	8%	0%	-8%	-3%	0%	3	-9	4%
CC(C(=O)Nc1ccc([N+](=O)[O-])cc1)N1CCN(C/C=C/c2ccccc2)CC1 (configuration not stated)	0%	-4%	?	-3%	5%	2%	6%	-8%	-194*	8	?
Cc1ccc(-c2nc(N/N=C/c3ccccc3[N+](=O)[O-])c3ccccc3n2)cc1	2%	-1%	2%	?	-1%	3%	-2%	-6%	-10	3	-6%
CCc1c(O)nc(SCC(=O)N2CCOCC2)n(-c2ccccc2)c1=O	-1%	6%	4%	-3%	2%	1%	2%	0%	-10	6	1%
COCCN(C(=O)COC(=O)C1(c2ccccc2)CC1)c1c(N)n(CC(C)C)c(=O)[nH]c1=O	/	/	/	/	-2%	-9%	-1%	2%	-11	-11	10%
O=C(O)CCCC(=O)Nc1ccc(Br)cc1C(=O)O	0%	-15%	6%	1%	2%	-3%	5%	6%	2	10	?
O=c1c(C=NCc2cccnc2)c(C(F)(F)F)[nH]n1-c1nc2ccccc2s1	9%	-1%	4%	2%	-2%	0%	15%	5%	-3	-9	?
c1ccc(COc2ccccc2CNC23CC4CC(CC(C4)C2)C3)cc1	-1%	7%	-8%	?	0%	-5%	3%	-3%	-2	-12	?
COCC(C)N1CCC(n2nccc2NC(=O)c2ccc3c(c2)OCO3)CC1 (configuration not stated)	3%	-17%	-5%	/	-4%	-2%	5%	-3%	8	-12	-7%
C[C@H](CO)N1C[C@H](C)[C@@H](CN(C)C(=O)Nc2ccccc2)Oc2c(cccc2N(C)C)C1=O	/	/	/	/	-2%	7%	/	6%	3	-15	0%
COc1c(/C=N/NC(N)=S)c(C)nn1-c1ccccc1	0%	2%	-8%	4%	0%	3%	0%	4%	-13	-6	3%
O=C(c1ccccc1F)N(Cc1ccc2c(c1)OCO2)Cc1cc2cc3c(cc2n2nnnc12)OCO3	-3%	1%	9%	-9%	3%	-11%	-2%	-2%	-2	11	?
O=C(NCc1cccc(Cl)c1)C1CCC(=O)N(C2CC2)C1 (configuration not stated)	1%	/	-10%	13%	1%	19%	0%	-2%	-2	7	-2%
Cc1ccc(N(CC(=O)NC(C)(C)C)C(=O)CCC(=O)Nc2nccs2)cc1C	-6%	0%	-1%	-10%	1%	5%	1%	-3%	12	4	0%
CC1CCCCN1S(=O)(=O)c1ccc(C(=O)N2CCOCC2)cc1 (configuration not stated)	0%	0%	-7%	-42%	2%	-7%	3%	-1%	0	19	0%
CCOc1ccccc1NC(=O)CSc1nccn1-c1ccccc1	2%	-16%	1%	2%	-1%	9%	12%	0%	2	0	?
CC(C)CCN(CC(=O)NC1CCCC1)C(=O)C(=O)Nc1ccc2c(c1)OCCO2	8%	-2%	6%	6%	0%	-8%	1%	-4%	-4	-1	12%
Cc1c(OCC(N)=O)ccc2c(-c3ccccc3)cc(=O)oc12	/	/	3%	-4%	0%	9%	17%	8%	2	-7	-1%
Cn1cccc1C(=O)C(=O)Nc1ccccc1	9%	-42%	0%	-24%	0%	11%	-4%	-1%	4	-18	?
COC(=O)c1[nH]c2cc(OC)ccc2c1N	-2%	1%	?	9%	?	-7%	2%	44%[activator]	0	-14	2%
COc1ccc(-c2cn(CC3CCCCC3)nn2)cc1	/	-7%	-3%	-4%	-1%	15%	-1%	0%	-5	-19	8%
Cc1ccc(-c2nc3ccc(NS(=O)(=O)c4ccccc4)cc3[nH]2)o1	0%	16%	-1%	12%	-5%	-4%	2%	0%	2	-2	?
CCOc1cc(/C=N/NC(=O)CSc2cccc3cccnc23)ccc1O	6%	0%	22%	2%	2%	0%	3%	-2%	-9	7	?
COc1cccc(OC)c1C(=O)Nc1nc2ccc(S(C)(=O)=O)cc2s1	0%	-2%	-8%	-11%	1%	6%	-1%	-3%	11	5	2%
O=C1CSC(c2cccc(F)c2)N1c1ccccc1F (configuration not stated)	0%	-4%	-4%	21%	4%	0%	-2%	0%	-11	-9	?
Oc1cccc(CCC2CCCCN2Cc2cn[nH]c2-c2ccc3c(c2)OCO3)c1 (configuration not stated)	1%	3%	-8%	?	-1%	1%	1%	0%	0	4	-3%
Cc1cc(Br)cc(Br)c1OCC(=O)NNC(=O)c1ccoc1C	-1%	2%	1%	/	1%	-4%	4%	-4%	3	-3	-1%
O=S(=O)(NC1CCCCC1)c1ccc(F)c2ccccc12	1%	-8%	5%	6%	-10%	-25%	?	-11%	0	-5	?
Cc1cc2c3nonc3ccc2n1-c1ccccc1	/	0%	-1%	41%[activator]	1%	1%	3%	56%[activator]	4	-29	?
CN(C)S(=O)(=O)NCC1CCCN(Cc2ccc(-c3ccccc3)cc2)C1 (configuration not stated)	6%	-2%	2%	?	2%	4%	-2%	-3%	22	3	-16%
CSCCC(NC(=O)c1ccc([N+](=O)[O-])cc1Cl)C(=O)OC(C)C(=O)NCc1ccco1 (configuration not stated)	/	/	/	/	0%	12%	3%	-1%	3	13	-18%
CCOC(=O)c1cccc(NC(=O)Cn2cc3c(n2)CCC(C)C3)c1 (configuration not stated)	-2%	-18%	-4%	-11%	2%	-3%	15%	-11%	-4	-2	4%
Cc1ccnc(NC(=O)CCC(=O)N(CC(=O)NC2CCCCC2)Cc2ccccc2)c1	-3%	0%	5%	-9%	2%	2%	-6%	6%	-3	-10	0%
COc1ccccc1/C=C/C=N/NC(=O)CN1CCN(Cc2ccccc2)CC1	0%	10%	/	/	0%	2%	-11%	-1%	-1	-6	?

3 compounds drawn at random from the list so far:
SMILES	GALK inh	PKM2 act	MBNL1 CUG block	Menin MLL FP TR	USP2a inh	Eya2 inh	Mito fusion yeast	ASM inhibitor	hERG WT inh	TSHR antag	BCR signal inh
CSCCC(NC(=O)c1ccc([N+](=O)[O-])cc1Cl)C(=O)OC(C)C(=O)NCc1ccco1 (configuration not stated)	/	/	/	/	0%	12%	3%	-1%	3	13	-18%
Cc1ccnc(NC(=O)CCC(=O)N(CC(=O)NC2CCCCC2)Cc2ccccc2)c1	-3%	0%	5%	-9%	2%	2%	-6%	6%	-3	-10	0%
CCOC(=O)c1cccc(NC(=O)Cn2cc3c(n2)CCC(C)C3)c1 (configuration not stated)	-2%	-18%	-4%	-11%	2%	-3%	15%	-11%	-4	-2	4%
